Screening data as filed in PubChem.
mABHD4 FP = ABHD4 (mouse) inhibition, primary FP screen | purified mABHD4, FP-Rh probe fluorescence polarization | inhibition, % at 8.92 µM | Q8VD66 | 370,000 compounds, 0.54% hits;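 active = inhibition exceeding the mean over every tested compound plus 3 SD, cut at about 30% in these data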;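 note: 0% = plate median of compound wells and 100% = S159A mutant with DMSO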
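Assay system: wild-type mouse ABHD4 protein; compound: single nominal dose of 8.92 µM, 0.89% DMSO final; schedule: 45 min + 60 min at 25 °C; measured by: FP readout, ex 525 nm / em 598 nm; evaluation: % inhibition of FP-Rh probe binding versus controls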
NR1D1 modulator = modulates human Rev-erb alpha binding to DNA. 370,000 compounds, 0.79% hits. Rev-erbα–FITC-DNA binding, fluorescence polarization, 90 min. P20393. AID 1259318. activity, % at 10 µM;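 active = activity above about 14%, limit read from the data; passing the limit was not always enough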;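 note: 0% = DMSO wells with 35 nM protein and 100% = DMSO wells with 750 nM protein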
rCAG binder = binds r(CAG) RNA repeats; r(CAG) RNA repeat, TO-PRO-1 dye displacement fluorescence; inhibition, % at 3 µM; 370,000 compounds, 1.3% hits; AID 651821;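 active = inhibition above the plate cutoff, the mean of all test compounds on that plate plus 3 SD, cut at about 35% in these data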;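 note: 0% = DMSO alone and 100% = 100 µM mitoxantrone as full dye displacement; higher means more dye released from RNA so lower well fluorescence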
PG9 binder = small molecules binding HIV-1 gp120 antibody PG9; TR-FRET gp120-PG9 antibody binding; AID 624416; inhibition, % at 6.7 µM; 360,000 compounds, 0.43% hits; in the data active = inhibition above about 8.5%
TCR CD3 inh = human TCR-CD3 binding inhibition; TAMRA-labeled TCR probe fluorescence, biochemical; inhibition, % at 9.4 µM; 360,000 compounds, 0.37% hits; in the data active = inhibition above about 19%;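 note: recombinant mutant TCR 2C K166C tagged with TAMRA read by polarization; 0% = receptor in buffer alone and 100% = receptor with positive control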
PRMT1 inh = inhibitors of human PRMT1. Q99873. recombinant PRMT1, activity-based probe fluorescence polarization. inhibition, % at 2.79 µM. 370,000 compounds, 1.3% hits. AID 652257;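 active = inhibition above about 21% made by adding two undisclosed values, limit read from the data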
Target sequence (Q99873 whole entry, looked up): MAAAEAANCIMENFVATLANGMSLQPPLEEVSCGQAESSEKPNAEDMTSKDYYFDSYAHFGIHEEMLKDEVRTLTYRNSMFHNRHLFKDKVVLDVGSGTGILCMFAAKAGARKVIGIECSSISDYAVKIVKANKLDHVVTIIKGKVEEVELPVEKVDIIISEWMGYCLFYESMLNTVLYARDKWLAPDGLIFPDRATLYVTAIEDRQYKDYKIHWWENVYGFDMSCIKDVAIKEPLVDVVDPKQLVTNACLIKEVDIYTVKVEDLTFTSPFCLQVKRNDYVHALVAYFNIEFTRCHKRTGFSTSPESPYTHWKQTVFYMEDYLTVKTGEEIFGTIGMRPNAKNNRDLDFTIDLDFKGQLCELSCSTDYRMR
HTRA1 inhibitor = inhibitors of human serine peptidase HTRA1 | recombinant HTRA1, FP-rhodamine activity-based probe, fluorescence polarization | inhibition, % at 5.96 µM | 340,000 compounds, 0.5% hits | AID 504803; in the data active = inhibition above about 36%;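 note: 0% = enzyme with DMSO and 100% = wells lacking enzyme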
Target sequence (Q92743 whole entry, looked up): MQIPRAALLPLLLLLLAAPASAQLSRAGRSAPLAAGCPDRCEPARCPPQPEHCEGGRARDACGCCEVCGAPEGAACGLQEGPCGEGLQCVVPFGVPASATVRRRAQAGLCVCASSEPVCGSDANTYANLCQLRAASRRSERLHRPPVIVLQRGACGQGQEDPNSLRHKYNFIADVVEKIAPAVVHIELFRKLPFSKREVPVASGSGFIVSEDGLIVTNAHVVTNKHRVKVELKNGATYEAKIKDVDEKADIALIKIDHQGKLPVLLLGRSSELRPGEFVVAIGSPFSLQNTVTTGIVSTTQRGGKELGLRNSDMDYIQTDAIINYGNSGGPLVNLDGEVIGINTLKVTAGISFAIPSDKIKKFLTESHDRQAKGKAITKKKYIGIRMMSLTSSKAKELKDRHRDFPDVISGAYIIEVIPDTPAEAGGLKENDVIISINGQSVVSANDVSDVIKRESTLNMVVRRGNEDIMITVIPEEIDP
LEDGF integ inh = blocks HIV-1 LEDGF/p75-dependent DNA integration; 370,000 compounds, 0.64% hits; AID 743269; inhibition, % at 3.7 µM; TR-FRET IN-LEDGF/p75 DNA integration, Eu/Cy5;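 active = inhibition above the screen-wide mean plus 3 SD, cut at about 13% in these data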;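 note: signal is the Cy5 over europium emission ratio at 671 and 618 nm; 0% = plate median of compound wells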
SIAE primary = human SIAE inhibition, primary screen | inhibition, % at 9.66 µM | Q9HAT2 | 370,000 compounds, 0.69% hits | SIAE FP-Rh probe binding, fluorescence polarization;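 active = inhibition above a cutoff: mean of compounds within the control limits plus 3 SD of those, cut at about 17% in these data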;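 note: 0% = plate median of compound wells and 100% = probe without SIAE protein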
TDP2 absorb = TDP2 (human) inhibition, absorbance primary screen; O95551; recombinant TDP2, T5PNP hydrolysis, p-nitrophenol absorbance 415 nm; inhibition, % at 12.8 µM; 370,000 compounds, 0.34% hits;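 active = inhibition above the mean of all tested compounds plus 3 SD, set per campaign, cut at about 25% in these data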;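 note: 0% = DMSO with enzyme and 100% = buffer with substrate but no TDP2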
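Incubation: 2 h at 37 °C; Test system: recombinant human TDP2; Quantity: enzyme 120 nM; Read-out basis: percent inhibition; Medium: 50 mM Tris-HCl pH 7.5 with Mg2+, KCl, DTT, BSA; Repeats: single replicate; Compound: 12.8 µM single point, 1% DMSO; Signal: epi absorbance; Reagent: 5 mM T5PNP chromogenic substrate; Benchmarks: no-enzyme high, DMSO-plus-enzyme low.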
The depositor's hits bear a star; x = not tested or not shown.

SMILES	mABHD4 FP	NR1D1 modulator	rCAG binder	PG9 binder	TCR CD3 inh	PRMT1 inh	HTRA1 inhibitor	LEDGF integ inh	SIAE primary	TDP2 absorb
CCOC(=O)c1c(C)oc2ccc(NS(=O)(=O)c3cccs3)cc12	-6.3	16.2	8.9	-2.4	8.2	-2.7	-20.1	-0.3	0.9	-4.5
Cc1ccc(CSc2nnc(-c3ccco3)n2N)cc1	-1.3	1.8	1.0	0.2	15.4	-0.3	1.8	1.6	3.9	8.4
O=C(NCC1CC1)C1Cc2c(-c3ccccc3Oc3ccccc3)ccnc2O1 (configuration not stated)	0.1	4.6	1.0	-1.9	0.6	1.2	x	2.8	-4.6	1.7
CCC(=O)Nc1cccc(-c2nc3ncccc3o2)c1C	-5.0	-3.5	-1.8	0.1	-5.1	1.1	1.3	-3.6	2.0	14.2
O=C(N/N=C/c1cn(-c2cccs2)nc1-c1ccccc1)c1ccc(O)cc1	-46.6	0.5	5.8	0.0	8.9	-0.8	-43.0	-1.7	-28.1	-1.7
CN1CCN(c2ccc(NC(=O)c3ccc4c(c3)OCCO4)cc2)CC1	7.3	6.4	-4.5	-2.9	1.8	0.3	0.2	0.0	1.6	6.5
CCC(=O)Nc1ccc2c(c1)C(=O)N(C1CCCCC1)C2=O	-2.7	13.1	-3.9	2.0	5.7	-0.8	-7.1	-1.4	-8.5	7.1
COc1ccc(C(CC(=O)N2CCCC(C)C2)c2c(O)cc(OC)cc2OC)cc1 (configuration not stated)	-8.6	5.0	-2.3	-0.5	-5.7	-1.2	-2.7	0.8	3.9	0.8
Cc1ccc(NC(=O)CN(C)C(=O)COc2cc(F)ccc2[N+](=O)[O-])cc1	3.0	-0.5	-0.8	2.3	2.7	0.0	-6.4	-4.6	-6.0	6.1
CC(C(=O)NC1CCCC1)n1c(-c2ccccn2)nc2ccccc21 (configuration not stated)	-4.2	2.5	-2.1	-1.5	-2.2	0.3	x	-0.6	2.3	3.3
Cc1cc(C(=O)COC(=O)c2ccc(Cl)c(S(N)(=O)=O)c2)c(C)n1C1CC1	-0.9	-8.2	7.1	-1.6	6.5	2.9	-2.5	2.1	-4.0	9.6
CC[C@H](C)[C@H](NC(N)=O)C(=O)Nc1ccc(S(=O)(=O)NC(C)C)cc1	-4.3	-9.2	1.3	0.1	6.2	0.1	-3.5	1.1	-9.4	-1.1
CN(C)CCCNC(=O)C(=O)Nc1ccc2c(c1)N(S(=O)(=O)c1cccs1)CCC2	-1.6	10.1	-1.6	-1.3	3.0	0.4	-4.6	1.1	1.6	11.4
Cc1ccc(C)c(NC(=O)C(=O)NCc2ccccn2)c1	1.3	0.3	-2.5	-0.3	-3.2	1.5	-3.1	0.7	3.6	1.2
CC(C)Cc1nnc(NC(=O)C2CCCC2)s1	7.5	-0.8	-4.8	-1.0	-6.1	2.6	-8.1	-0.1	-1.9	4.2
C=CCNC(=S)N(CC=C)C1CCS(=O)(=O)C1 (configuration not stated)	4.0	-0.6	3.0	-1.1	1.5	-1.6	7.0	1.3	2.3	3.9
O=C(Nc1ccc2c(c1)OCO2)c1cc(C2CCCCN2S(=O)(=O)c2ccccc2)on1 (configuration not stated)	-5.6	1.9	2.7	1.2	-0.4	-7.5	x	1.1	-0.5	-3.3
O=C(/C=C/c1ccccc1)N(Cc1cccs1)C1CCS(=O)(=O)C1 (configuration not stated)	-1.4	4.7	-3.8	-0.2	-8.0	6.7	-4.2	-4.9	-2.1	-8.7
CCOc1ccc(-c2cc(C(=O)NCc3ccc(C(F)(F)F)cc3)[nH]n2)c(C)c1	-5.5	3.2	1.9	-1.7	-0.5	-3.1	x	2.6	3.9	3.2
O=C(CN1CCCc2ccccc21)NCc1ccc(F)cc1	-1.8	0.4	5.2	x	x	-5.4	x	-1.9	7.4	-0.1

4 entries picked at random from the list so far:
SMILES	mABHD4 FP	NR1D1 modulator	rCAG binder	PG9 binder	TCR CD3 inh	PRMT1 inh	HTRA1 inhibitor	LEDGF integ inh	SIAE primary	TDP2 absorb
C=CCNC(=S)N(CC=C)C1CCS(=O)(=O)C1 (configuration not stated)	4.0	-0.6	3.0	-1.1	1.5	-1.6	7.0	1.3	2.3	3.9
O=C(CN1CCCc2ccccc21)NCc1ccc(F)cc1	-1.8	0.4	5.2	x	x	-5.4	x	-1.9	7.4	-0.1
O=C(Nc1ccc2c(c1)OCO2)c1cc(C2CCCCN2S(=O)(=O)c2ccccc2)on1 (configuration not stated)	-5.6	1.9	2.7	1.2	-0.4	-7.5	x	1.1	-0.5	-3.3
Cc1cc(C(=O)COC(=O)c2ccc(Cl)c(S(N)(=O)=O)c2)c(C)n1C1CC1	-0.9	-8.2	7.1	-1.6	6.5	2.9	-2.5	2.1	-4.0	9.6

Three of the entries above in order of their number in PG9 binder, descending.
mol	PG9 binder
Cc1ccc(C)c(NC(=O)C(=O)NCc2ccccn2)c1	-0.3
CC(C)Cc1nnc(NC(=O)C2CCCC2)s1	-1.0
CCOc1ccc(-c2cc(C(=O)NCc3ccc(C(F)(F)F)cc3)[nH]n2)c(C)c1	-1.7

Next part.
SMILES	mABHD4 FP	NR1D1 modulator	rCAG binder	PG9 binder	TCR CD3 inh	PRMT1 inh	HTRA1 inhibitor	LEDGF integ inh	SIAE primary	TDP2 absorb
OC1(c2ccccc2)CNCCc2ccccc21 (configuration not stated)	-3.4	6.2	-1.4	-0.6	0.5	1.1	1.8	-2.4	1.2	11.8
CCC(C)NC(=O)C1CN(S(=O)(=O)c2ccccc2)CCN1S(=O)(=O)c1ccccc1 (configuration not stated)	-2.2	2.0	0.1	-1.5	0.1	-0.7	5.4	2.1	-6.0	-15.3
COc1cc2c(cc1NC(=O)COC(=O)[C@@H](NC(=O)c1ccccc1)C(C)C)oc1ccccc12	7.4	3.0	10.3	0.1	1.0	4.2	33.8	-4.1	-1.6	-14.9
O=C(Nc1cccc2ncccc12)c1ccc(OCc2ccccc2)cc1	-3.9	0.9	5.9	1.6	7.7	-1.8	-6.9	1.6	6.9	5.6
O=C(NCc1ccccc1)NC1CCS(=O)(=O)C1 (configuration not stated)	6.2	-0.7	2.4	-1.3	7.7	2.0	6.5	-2.6	4.0	6.4
COc1ccc(C(=O)N[C@@H]2CC[C@@]34CCCN3C(=O)CCC[C@H]4[C@H]2C)cc1	6.7	1.0	x	x	x	2.0	x	-1.3	2.4	-3.0
CC1(Oc2cccc(F)c2)CCN(Cc2ccc(-c3ccccc3)o2)C1 (configuration not stated)	-4.8	2.1	3.1	5.4	3.9	4.8	x	1.1	1.1	5.8
Cc1csc2nc(O)c(C(=O)NCCCc3ccccc3)c(=O)n12	19.9	2.8	1.0	2.0	0.5	0.0	-7.3	-1.2	-3.0	-3.0
Cc1cccc(NC(=O)CSC2=NN3CCCC(=O)N=C3S2)c1C	2.3	-3.5	3.3	-1.4	-0.3	-1.5	-3.7	-6.1	1.9	2.8
Cc1cc(C)c(OCC(=O)Nc2cc(C(=O)O)cc(C(=O)O)c2)cc1C	2.4	-0.6	6.3	-0.7	7.7	0.9	1.8	2.0	1.9	-12.1
O=C(Nc1ccccc1)C1=C[C@H](c2csc3ccccc23)C[C@H](OCCCCO)O1	-16.1	-0.1	5.4	-2.7	0.5	2.5	-71.6	3.8	-10.3	0.5
CCc1ccc(NC(=O)CCc2nnc3ccc(N4CCCC4)nn23)cc1	-4.1	4.2	-2.5	-0.4	4.2	1.6	-5.9	2.0	-4.0	-5.9
CSC1=NCCN1C(=O)C(C)(C)Oc1ccc(Cl)cc1	3.7	4.9	1.4	-0.1	-1.9	-6.7	-8.3	0.5	5.1	-7.0
CSc1ccccc1NC(=O)CN(C)CC(=O)Nc1ccc(Cl)cc1F	8.5	2.0	1.9	-1.9	-2.3	2.8	-0.6	-0.7	-0.9	6.4
O=C(Nc1ccc(S(=O)(=O)NC2=NCCCCC2)cc1)c1ccc2ccccc2n1	-6.1	-3.5	-0.8	1.2	7.0	-1.4	-2.3	1.2	-10.1	-9.9
COc1ccccc1-n1c(CNc2ccc(F)cc2)nnc1SCC(=O)Nc1cc(C)on1	3.8	2.1	1.0	-0.3	-4.1	-0.5	-6.5	-1.5	-1.8	-1.1
COc1ccc(C(=O)c2[nH]c(N)c(C(=O)NCCc3c[nH]c4ccccc34)c2-c2c(F)cccc2Cl)cc1	9.4	-4.8	9.8	-3.2	-7.0	-0.4	x	-3.4	10.1	2.9
COc1ccc(Nc2nnc(C)c3ccccc23)cc1	1.3	-2.7	3.1	-0.1	-0.5	1.5	-1.9	-4.9	3.1	-10.5
Cc1cccc(NS(=O)(=O)c2cc(C(=O)NCCC3=CCCCC3)ccc2Cl)c1	-43.8	1.1	5.8	-1.8	-1.8	3.1	-67.2	-5.2	-31.7	-14.1
COc1ccc(NC(=O)CN(Cc2ccccc2)Cc2ccccc2)cc1S(N)(=O)=O	-8.5	-1.0	-1.8	0.8	1.9	1.8	-7.4	2.5	6.8	4.6
Cc1cccc(C2C3=C(CCCC3=O)N=C3c4ccccc4C(=O)C32)c1 (configuration not stated)	25.7	1.6	6.8	-6.1	-2.6	7.3	14.1	5.0	6.8	-6.7
Cc1ccn(CC(=O)NC2CCCN(Cc3ccccc3F)C2)n1 (configuration not stated)	0.5	-2.9	1.5	0.2	4.4	3.6	0.2	1.0	-9.1	-1.7
COc1ccc(NC(=O)CSc2nnc(CNC(=O)c3cccs3)o2)c(OC)c1	-0.7	6.9	-1.0	-0.9	9.3	-3.4	-1.9	0.3	1.0	13.5
COc1ccccc1NC(=O)CCc1nc2sc3c(c2c(=O)[nH]1)CCCC3	-4.8	9.9	22.9	5.1	10.2	-0.1	-22.7	6.4	-19.3	-5.0
Cc1ccc(-c2n[nH]c(=O)c3ccccc23)cc1S(=O)(=O)N(C)CCO	2.7	-2.1	-3.3	0.0	8.0	0.3	3.8	-0.1	-2.5	-8.7
CCCC[C@H](C(=O)N(CC)c1ccccc1)[C@@H](O)c1ccc(C(C)=O)cc1	5.6	6.5	-1.3	x	x	1.3	x	-5.0	0.9	0.5
CN(CC(=O)Nc1ccccc1C(F)(F)F)C(=O)c1ccc(-c2ccc(Cl)cc2)o1	-7.0	1.9	-2.8	0.4	0.9	-1.1	-18.0	0.7	15.7	10.0
Oc1ccc(/C=N/Nc2nc(-c3ccc(Cl)cc3)cc(C(F)(F)F)n2)cc1	-15.2	-0.7	16.7	0.2	-1.3	2.0	-1.0	2.4	0.2	2.5
O=C(CSC1=NCCS1)Nc1nc(-c2ccccc2)cs1	-18.9	0.1	7.7	-1.3	1.0	5.2	-28.9	-1.5	-3.4	-15.2
Cc1cc(=O)n(C(C)Cc2ccccc2)n1C(C)Cc1ccccc1 (configuration not stated)	-2.2	6.8	-1.8	-1.1	-0.2	-4.2	1.1	1.5	2.4	-10.7
COc1ccc(COC(=O)CCc2c[nH]c3ccccc23)cc1F	-14.7	5.0	-2.3	-1.5	3.8	7.6	-3.0	-2.2	15.8	-1.9
O=c1o[nH]c(-c2ccccc2)c1C1=NCCCCC1	11.9	2.2	-3.6	0.1	-4.5	-0.1	-4.0	1.7	-1.2	-5.5
Cc1nnc(NC(=O)CSc2ccc(-c3cccnc3)nn2)s1	-1.3	3.1	-0.2	-1.8	6.1	-4.1	5.4	0.8	0.9	5.2

A portion of the library. The share of hits here may be higher or lower than overall.
